Assay outcomes: PubChem, National Center for Advancing Translational Sciences (NCATS)
TRHR agonist: agonists of human TRH receptor. hit rate 0.18% among 360,000. P34981. activation, % at 2 µM. TRHR cells, calcium flux fluo-8, FDSS agonist mode; in the data active = activation above about 30%; note: 0% is about no effect
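In this calcium-flux screen, cells bearing human TRHR are dye-loaded with fluo-8, baselined for 10 cycles, then exposed to library compounds; positive kinetic calcium responses during the agonist phase mark hits, with TRH as control.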
USP1 inh: inhibitors of human USP1/UAF1 deubiquitinase. O94782. recombinant USP1/UAF1, Ub-Rhodamine cleavage fluorescence. Potency, µM (titrated, usually from 57.1 µM), without a hit: top-dose activity change, negative = inhibition, most hits filed as inhibitors. hit rate 0.23% among 390,000; note: potency is the fitted concentration of half-maximal effect; % is set by controls: 0 for no effect and ±100 for the full control effect; nearly all actives have a fitted effect of over 60% in size; inactives centre near -12
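1 nM enzyme complex + cpd, 15 min RT; start with Ub-Rho 150nM final; kinetic fluorescence ex 480/em 540, 6 reads q60 s. Buffer 50mM HEPES pH 7.8, 0.5mM EDTA, 0.1 mg/ml BSA, 1mM TCEP, 0.01% Tween-20.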
D2 ag: activates the human D2 dopamine receptor; P14416; hit rate 0.53% among 340,000; HEK293 T-REx D2 cells, calcium flux agonist mode; activation, % at 2 µM; AID 485358;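 active = activation over 3 SD above normal in the single-dose calcium agonist read, cut at about 30% in these data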; note: 0% is about no effect
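In this primary screen, compounds producing a positive calcium signal within 180 s of addition to tetracycline-induced, force-coupled HEK293 Trex D2 cells are flagged; cells are dye-loaded with a no-wash calcium kit beforehand.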
D2 antagonist: D2 dopamine receptor (human) antagonism; HEK293 TREx D2 cells, calcium flux, dopamine EC80; inhibition, % at 10 µM; hit rate 2% among 340,000; AID 485344; in the data active = inhibition above about 30%; note: 0% is about no effect
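Dopamine at EC80 is the agonist stimulus; test compounds precede it by 180 s. Calcium flux read kinetically in a force-coupled, inducible HEK293 T-REx D2 cell line.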
IDH1 R132H inh: human IDH1 R132H inhibition; IDH1-R132H enzyme, NADPH consumption, diaphorase/resazurin fluorescence; Potency, µM (top dose mostly 76.6 µM), inactives show at the highest dose activity change, negative = inhibition, usual class: inhibitors; hit rate 0.093% among 390,000; O75874; note: potency is the fitted concentration of half-maximal effect; % is set by controls: 0 for no effect and ±100 for the full control effect; nearly all actives have a fitted effect of over 65% in size
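IDH1-R132H (0.5 ug/mL) preincubated 30 min with compound, then NADPH (0.016 mM) and alpha-KG (2 mM) added; 80 min at RT, pH 7.5. Remaining NADPH coupled via diaphorase/resazurin to fluorescence (540/590 nm); concentration-response curves normalized to no-enzyme control.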
TrxR1 substrate: substrates of rat thioredoxin reductase 1 | O89049 | hit rate 0.01% among 390,000 | purified TrxR1 substrate turnover, NADPH consumption readout | Potency, µM (titrated, usually from 114 µM), without a hit: top-dose activity change, negative = substrate turnover | AID 588456; note: potency is the fitted concentration of half-maximal effect; % is set by controls: 0 for no effect and ±100 for the full control effect; nearly all actives have a fitted effect of over 50% in size
Target sequence (O89049 whole entry, looked up): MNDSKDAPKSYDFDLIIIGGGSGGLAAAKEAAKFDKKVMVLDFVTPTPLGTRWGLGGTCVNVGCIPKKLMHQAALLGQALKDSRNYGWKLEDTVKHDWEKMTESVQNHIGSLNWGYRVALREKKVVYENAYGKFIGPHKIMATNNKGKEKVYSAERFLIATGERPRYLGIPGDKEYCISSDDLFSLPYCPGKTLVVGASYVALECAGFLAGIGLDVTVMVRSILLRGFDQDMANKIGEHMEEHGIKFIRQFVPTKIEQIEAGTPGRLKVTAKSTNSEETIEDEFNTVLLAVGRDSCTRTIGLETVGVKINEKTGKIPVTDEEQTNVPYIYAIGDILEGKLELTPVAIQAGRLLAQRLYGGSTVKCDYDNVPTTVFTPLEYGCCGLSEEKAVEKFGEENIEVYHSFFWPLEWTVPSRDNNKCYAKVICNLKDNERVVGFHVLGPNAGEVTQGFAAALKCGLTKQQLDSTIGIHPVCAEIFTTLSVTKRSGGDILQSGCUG
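Rat TrxR1, dispensed at 90 nM, was prereduced with 400 uM NADPH (final) for 5 min at ~22 deg C, then incubated with compound 15 min before 400 uM selenite. A first-read NADPH fluorescence drop versus no-compound background flagged substrates.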
PI4K2A block: inhibitors of human PI4K2A; Q9BTU6; purified PI4K2A, ADP-Glo luminescence, 1 h; active compounds read low; activity change, negative = inhibition, % at 76.9 µM; hit rate 0.13% among 420,000; AID 1346378; in the data active = activity change below about -50%; inconclusive = mostly about -30% to -49%;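 note: -100% = wells without enzyme as full effect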
Target sequence (Q9BTU6 whole entry, looked up): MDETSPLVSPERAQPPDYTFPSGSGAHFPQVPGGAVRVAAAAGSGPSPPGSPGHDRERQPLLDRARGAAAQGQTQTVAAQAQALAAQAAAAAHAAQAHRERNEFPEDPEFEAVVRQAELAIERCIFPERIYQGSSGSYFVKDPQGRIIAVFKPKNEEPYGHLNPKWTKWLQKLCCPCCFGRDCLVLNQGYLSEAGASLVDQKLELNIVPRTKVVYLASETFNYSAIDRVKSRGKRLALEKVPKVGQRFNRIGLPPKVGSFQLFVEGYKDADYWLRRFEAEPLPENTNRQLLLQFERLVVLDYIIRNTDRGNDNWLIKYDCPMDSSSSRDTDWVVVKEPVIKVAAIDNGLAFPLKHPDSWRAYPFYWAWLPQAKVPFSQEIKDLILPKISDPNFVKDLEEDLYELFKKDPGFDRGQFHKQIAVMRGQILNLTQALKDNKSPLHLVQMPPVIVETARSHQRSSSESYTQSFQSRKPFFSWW
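ADP-Glo luminescence measured ADP generated by PI4K2A enzyme (4 ug/mL before mixing) with 1.2 mM PI substrate (pre-mix) and 300 microM ATP (pre-mix). Tris pH7.5 buffer with MgCl2, Triton X-100; 1 h reaction at ambient temperature.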
TRHR enhancer: allosterically enhances the human TRH receptor; hit rate 0.66% among 360,000; P34981; TRHR cells, fluo-8 calcium fluorescence, EC20 TRH enhancement; enhancement, % at 2 µM; AID 493056; in the data active = enhancement above about 30%; note: 0% is about no effect
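TRHR-expressing cells loaded with fluo-8 calcium dye were read kinetically (ex 480/em 530) during compound addition, then stimulated with an EC20 of TRH (10 nM final). Enhancement of the Gq-mediated intracellular calcium response was scored.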
TrxR1 inh: inhibitors of rat thioredoxin reductase 1 | Potency, µM (doses to about 114 µM), without a hit: at the top dose activity change, negative = inhibition, hits mostly inhibitors | hit rate 1% among 390,000 | recombinant rTrxR1, NADPH fluorescence consumption, selenite substrate | AID 588453; note: potency is the fitted concentration of half-maximal effect; % is set by controls: 0 for no effect and ±100 for the full control effect; nearly all actives have a fitted effect of over 65% in size
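Rat TrxR1 (90 nM in the dispensed reagent) was pre-reduced with 400 uM NADPH for 5 min at room temperature, then incubated with compound for 15 min. After 400 uM selenite was added, NADPH fluorescence (Ex 340/Em 450 nm) was followed for 8 min.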
Active calls of the source: *; ? = inconclusive; . = not tested or not shown; & = joins results of further samples; [ ] = dose if it differs, or a comment. Unless noted, calls come from the whole dose curve; as a rule, active = well fitted inhibition curve with a large enough effect; inconclusive = small, poorly fitted or top-dose-only effect; inactive = no such curve, though single readings can be large or run the other way.

SMILES	TRHR agonist	USP1 inh	D2 ag	D2 antagonist	IDH1 R132H inh	TrxR1 substrate	PI4K2A block	TRHR enhancer	TrxR1 inh
CC1(C)CCC(=O)N2CC[C@H]3C[C@H](OC(=O)Nc4ccc5c(c4)OCO5)C[C@@H]1[C@H]32	-0.7	?	0.3	-16	5%	-4%	-1	6	5%
CC(C)c1ccc(NC(=O)CSC2=Nc3ccccc3C3=NC(CCC(=O)NCc4cccs4)C(=O)N23)cc1 (stereo unspecified)	-0.1	?	0.0	.	-9%	-2%[57.1 µM]	2	-3	7%[57.1 µM]
CCCCOC(=O)c1ccc(NC(=O)c2cc(-c3cccs3)on2)cc1	0.9	2%	-0.9	.	9%	-1%	0	-2	27%
COc1cc(/C=C(/C#N)c2nc3ccccc3[nH]2)ccc1OCC(=O)Nc1ccccc1C(C)C	1.1	-20%	2.1	32*	-9%	4%	-3	-5	6%
O=C(CCc1nc2ccccc2c(=O)[nH]1)Nc1cccc(S(=O)(=O)N2CCCCC2)c1	0.0	4%	-0.2	-11	-4%	-6%	0	4	0%
CCOC(=O)Cn1c(=O)n(CC2CCCO2)c2nc(-c3ccc(CC)cc3)nc(C(N)=O)c21 (stereo unspecified)	-0.2	-20%	0.0	.	7%	23%[57.1 µM]	0	1	11%[57.1 µM]
O=C(Cn1c(C2CC2)nc2ccccc2c1=O)Nc1ccc(Br)cc1	0.8	0%	.	.	-4%	1%	-3	-1	-4%
Cc1ccc(CNC(=O)CSc2nc3ccccc3c(=O)n2CCCO)cc1	-0.8	-25%	-0.2	-8	10%	12%	-2	-4	18%
CCCCn1c(=O)c(C(=O)N/N=C/c2ccc(F)cc2)c(O)c2ccccc21	-0.4	.	0.7	4	.	.	.	-7	.
Cc1ccc2[nH]c(=O)c(CN(CCc3ccccc3)Cc3nnnn3CC3CCCO3)cc2c1 (stereo unspecified)	0.3	-10%	0.1	-24	3%	5%	2	11	7%
Cc1onc(-c2ccccc2Cl)c1C(=O)NCc1ccc(S(N)(=O)=O)cc1	0.5	-17%	-1.0	-17	8%	3%	-2	-10	6%
CCOc1ccc(C(c2c(O)cc(C)n(Cc3ccco3)c2=O)N2CCN(c3ccccc3)CC2)cc1 (stereo unspecified)	0.3	-23%	28	.	0%	0%[57.1 µM]	-4	5	?
CCOC(=O)C1CCCN(C/C=C/c2ccccc2)C1 (stereo unspecified)	0.0	-16%	5.5	30*	0%	2%	7	-1	24%
CC(=O)Nc1cccc(NC(=O)Cc2ccc3ccccc3c2)c1	0.4	-18%	-0.7	2	6%	-2%[57.1 µM]	-3	-1	3%[57.1 µM]
CC(=O)Nc1ccc(CN2CCN(Cc3ccc(C)cc3)C(CCO)C2)cc1 (stereo unspecified)	2.6	-17%	.	.	0%	-4%	5	-1	12%

Three compounds drawn at random from the list so far, as already listed:
SMILES	TRHR agonist	USP1 inh	D2 ag	D2 antagonist	IDH1 R132H inh	TrxR1 substrate	PI4K2A block	TRHR enhancer	TrxR1 inh
Cc1onc(-c2ccccc2Cl)c1C(=O)NCc1ccc(S(N)(=O)=O)cc1	0.5	-17%	-1.0	-17	8%	3%	-2	-10	6%
Cc1ccc(CNC(=O)CSc2nc3ccccc3c(=O)n2CCCO)cc1	-0.8	-25%	-0.2	-8	10%	12%	-2	-4	18%
CC(=O)Nc1cccc(NC(=O)Cc2ccc3ccccc3c2)c1	0.4	-18%	-0.7	2	6%	-2%[57.1 µM]	-3	-1	3%[57.1 µM]

The listing continues.
SMILES	TRHR agonist	USP1 inh	D2 ag	D2 antagonist	IDH1 R132H inh	TrxR1 substrate	PI4K2A block	TRHR enhancer	TrxR1 inh
CC(C)N(c1ccccc1)c1ccc(NC(=O)COC(=O)CCN2C(=O)c3cccc([N+](=O)[O-])c3C2=O)cc1	-0.3	-21%	-1.2	-2	-7%	12%	-7	-4	36%[57.1 µM]
CCCCCCn1c(SCC(=O)OC)nc2c1c(=O)[nH]c(=O)n2C	0.1	-19%	0.9	17	15%	8%[57.1 µM]	6	-5	-11%[57.1 µM]
Cc1ccc(-c2nnn(CC(=O)N3CCCCC3)n2)c(-n2cnnn2)c1	-0.5	-4%	0.6	17	3%	-9%	-3	-1	-4%
COc1cccc(/C(O)=C2/C(=O)C(=O)N(c3ccccn3)C2c2ccc(OC)c(OC)c2)c1 (stereo unspecified)	1.0	-19%	1.0	32*	0%	-2%	1	-5	9%
Cc1ccnc(NC(=O)C2CCN(S(=O)(=O)c3cccc(C(F)(F)F)c3)CC2)c1	-1.0	-5%	-0.3	-7	3%	-4%	0	-9	-9%
CC(C)CN(C(=O)CCCOc1ccc(Cl)cc1Cl)c1c(N)n(Cc2ccccc2)c(=O)[nH]c1=O	1.2	-10%	0.6	-10	3%	-4%	2	-4	9%
O=C(Nc1ccccc1Cl)O/N=C/c1ccc(F)cc1	.	-9%	.	.	4%	3%[57.1 µM]	-2	.	6%[57.1 µM]
CC(C)(C)OC(=O)C[C@@H]1C/C=C\C[C@H](CC(=O)NCCO)C(=O)N[C@H](Cc2ccccc2)COC1=O	.	-28%	.	.	5%	0%	-1	.	-4%
CCc1ccccc1NC(=O)c1cc(S(=O)(=O)N2CCC(C)CC2)cn1C	-0.7	-18%	.	.	15%	1%[57.1 µM]	2	-4	10%[57.1 µM]
CCCCOC(=O)Nc1nc2ccccc2s1	0.0	-16%	-0.1	9	2%	7%[57.1 µM]	4	-5	20%[57.1 µM]
COc1ccc(Cc2nc3ccc(C(=O)NCc4ccccc4C)cc3o2)cc1	0.7	?	.	.	2%	1%[57.1 µM]	-7	1	20%[57.1 µM]
O=C(CCc1nc2ccccc2c(=O)[nH]1)N1CCN(S(=O)(=O)c2ccccc2Br)CC1	-0.1	-22%	-0.2	21	4%	7%	-4	-2	13%
CC(C)c1ccc(NC(=O)c2ccc(F)c(S(=O)(=O)N3CCCC3)c2)cc1	-0.3	-12%	0.2	.	11%	1%[57.1 µM]	3	-3	7%[57.1 µM]
CCC(C)NS(=O)(=O)c1ccc(OCC(=O)N2CCCCC2)cc1 (stereo unspecified)	-0.8	3%	0.0	2	-1%	1%	-3	16	27%
CN(CC(=O)NC(=O)NCc1ccco1)Cc1nc2ccccc2c(=O)[nH]1	-0.4	-3%	.	.	1%	6%	-9	-3	-28%
COc1ccc(C(=O)NC(C)c2cc(OC)c(OC)cc2Br)cc1 (stereo unspecified)	-0.2	-3%	-0.6	-6	5%	6%[57.1 µM]	-5	-14	11%
Cc1occc1-c1nnc(SCc2cc(=O)n3cc(Br)ccc3n2)n1C	0.0	-14%	-0.6	2	1%	1%	-8	2	?
Cc1ccc(-n2cc(-c3ccccc3)c3c(N4CCC(C)CC4)ncnc32)cc1Cl	-0.3	5%	-0.4	.	3%	2%[57.1 µM]	-6	8	18%[57.1 µM]
Cc1ccc(C2(CCN)CCOC(C(C)C)C2)cc1 (stereo unspecified)	6.6	-27%	6.0	17	1%	-6%[57.1 µM]	-2	-8	14%[57.1 µM]
O=C(O)c1ccc(CNCc2cccc(Cl)c2)cc1	-0.1	-8%	-0.5	11	6%	6%[57.1 µM]	-2	-3	26%[57.1 µM]
CC1CC(C)CN(S(=O)(=O)N2CCCC(C(=O)NCCCN3CCCCC3C)C2)C1 (stereo unspecified)	0.3	-19%	-0.1	-4	3%	-3%	1	2	14%
Cc1ccc(S(=O)(=O)N2CCN(C3CC(=O)N(Cc4ccccc4)C3=O)CC2)cc1C (stereo unspecified)	-0.5	-9%	0.8	9	5%	-6%	-4	-3	7%
COc1ccc(NC(=O)CSc2nc3nc(C)cc(C)c3c(=O)[nH]2)cc1	-0.3	-3%	-0.3	16	9%	-4%	-21	1	8%
C[C@H]1CN([C@@H](C)CO)C(=O)c2cc(NC(=O)C3CCCCC3)ccc2O[C@H]1CN(C)S(=O)(=O)c1ccccc1	.	-23%	.	.	-11%	-6%	0	.	-17%
COc1ccccc1N1CCN(S(=O)(=O)c2cc3[nH]c(=O)c(=O)[nH]c3cc2C)CC1	-1.9&-0.2	-12%&-28%	0.9&0.5	3	6%&1%	-1%&8%	-4&-3	11&2	6%&13%
O=C(NCc1ccccc1)C(c1ccco1)N(C(=O)c1ccccn1)c1ccccc1 (stereo unspecified)	0.1	-14%	0.5	-20	17%	-8%	0	3	12%[57.1 µM]
CC(=O)c1cccc(NC(=O)CCn2nc(C)c(S(=O)(=O)N3CCCCC3)c2C)c1	-0.8	8%	0.3	.	-11%	2%[57.1 µM]	2	-4	8%[57.1 µM]
Nc1ccc(Nc2ccc([N+](=O)[O-])cc2[N+](=O)[O-])cc1	0.1	-3%	0.0	9	6%	-4%	-10	6	-2%
CCc1cccc(NC(=O)CN2CCCN(Cc3cccc(C)c3)S2(=O)=O)c1	-0.8	-18%	0.2	.	-10%	2%[57.1 µM]	1	4	8%[57.1 µM]
COc1cccc2cc(C(=O)Nc3ccc(F)cc3)c(=Nc3ccc(C(=O)O)cc3)oc12	0.6	-22%	0.6	7	3%	7%	10	-4	28%
O=S(=O)(NCCS(=O)(=O)N1CCN(c2ccccc2)CC1)c1ccc(F)cc1	-0.3	-10%	-0.2	-7	-9%	0%[57.1 µM]	1	3	8%[57.1 µM]
OC1(C(F)(F)F)CC(c2ccc3ccccc3c2)=NO1 (stereo unspecified)	-0.3	-7%	-0.2	0	0%	6%[57.1 µM]	2	0	1%[57.1 µM]
CCOC(=O)CSc1nc2c(sc3ccccc32)c(=O)n1CCCN1CCOCC1	0.4	-15%	.	.	3%	13%[57.1 µM]	3	1	8%[57.1 µM]
O=C(N/C(=C\c1cccnc1)C(=O)N1CCC(O)CC1)c1ccccc1	0.8	-6%	0.3	-2	-2%	-4%[57.1 µM]	-2	5	1%[57.1 µM]
CCOc1ccc(CCNC(=O)c2cccs2)cc1OCC	-0.2	-6%	-0.7	-2	4%	-1%	-2	-4	19%
CC(=O)N/C(=N/c1nc(C)cc(C)n1)Nc1ccc(C)cc1Cl	-0.8	-15%	0.4	1	8%	-12%[57.1 µM]	-1	3	29%[57.1 µM]
O=C(/C=C/c1ccccc1)N/C(=C/c1ccccc1)C(=O)NCCO	-0.7	-2%	0.5	2	2%	-14%	2	9	-14%
